Screening results (PubChem)
PglD inh = C. jejuni PglD acetyltransferase inhibitors, primary screen, biochemical, DTNB colorimetric, single point; purified PglD enzyme, DTNB colorimetric CoA detection; UDP-N-acetylbacillosamine N-acetyltransferase PglD (Campylobacter jejuni); hit rate 0.098% among 360,000; inhibition, % at 12.5 µM; in the data active means inhibition above about 16%, passing the limit was not always enough; further: strong numbers were not always called active
ARNT TACC3 PPI = disruptors of ARNT/TACC3 protein interaction, primary screen, biochemical, AlphaScreen, single concentration; Transforming acidic coiled-coil-containing protein 3 (Homo sapiens), Q9Y6A5; AlphaScreen His-ARNT PAS-B/GST-TACC3 binding, luminescence; TACC3 fragment carries E629A point mutation; inhibition, % at 9.99 µM; hit rate 0.66% among 390,000;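 active means mean inhibition of replicates at least 50% and at least half of replicates each reaching 50%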;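 further: 0% = complete ARNT plus TACC3 wells and 100% = ARNT alone without TACC3; many hits fall short of the cut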
ERp5 inh = inhibitors of ERp5-driven insulin aggregation, primary screen, biochemical, turbidity, absorbance 650 nm, single point. 90 min. inhibition, % at 9.99 µM. hit rate 0.05% among 350,000. Protein disulfide-isomerase A6 (Homo sapiens), Q15084;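 active means mean replicate inhibition above about 25%, with every replicate also reaching it, limit read from the data, passing the limit was not always enough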
RAD52 anneal inh = RAD52 DNA annealing inhibitors, primary screen, biochemical, FRET, single point, set 2; DNA repair protein RAD52 homolog (Homo sapiens), P43351; recombinant RAD52 DNA annealing, FRET fluorescence; inhibition, % at 18.7 µM; hit rate 0.46% among 360,000; AID 651710, 2012;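 active means every replicate showing at least 50% inhibition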
Target sequence (P43351 whole entry, looked up): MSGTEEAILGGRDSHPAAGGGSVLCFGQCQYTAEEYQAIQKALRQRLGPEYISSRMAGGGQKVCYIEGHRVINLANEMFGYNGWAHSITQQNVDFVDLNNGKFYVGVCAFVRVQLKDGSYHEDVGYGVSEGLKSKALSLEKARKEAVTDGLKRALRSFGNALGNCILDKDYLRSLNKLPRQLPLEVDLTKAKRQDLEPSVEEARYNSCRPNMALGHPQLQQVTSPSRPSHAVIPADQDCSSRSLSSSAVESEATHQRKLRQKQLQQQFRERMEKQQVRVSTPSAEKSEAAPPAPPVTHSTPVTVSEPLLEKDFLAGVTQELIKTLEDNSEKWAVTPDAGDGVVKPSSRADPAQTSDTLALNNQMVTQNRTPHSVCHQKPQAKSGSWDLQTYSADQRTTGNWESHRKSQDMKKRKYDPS
E-selectin induc = E-selectin induction in HUVECs, primary screen, imaging, HUVEC, immunofluorescence imaging, single point; P16581; normalized: neutral wells 0, TNF-alpha wells 100; activation, % at 7.58 µM; hit rate 0.37% among 260,000;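 active means mean E-selectin-positive cell signal at least 10% of the positive control, reached in at least 60% of replicates, without over 20% cell loss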;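 further: in these data hits start at about 27%; measured in HUVEC primary endothelial cells; signal is the percent of cells scored E-selectin positive by PE staining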
Target sequence (P16581 whole entry, looked up): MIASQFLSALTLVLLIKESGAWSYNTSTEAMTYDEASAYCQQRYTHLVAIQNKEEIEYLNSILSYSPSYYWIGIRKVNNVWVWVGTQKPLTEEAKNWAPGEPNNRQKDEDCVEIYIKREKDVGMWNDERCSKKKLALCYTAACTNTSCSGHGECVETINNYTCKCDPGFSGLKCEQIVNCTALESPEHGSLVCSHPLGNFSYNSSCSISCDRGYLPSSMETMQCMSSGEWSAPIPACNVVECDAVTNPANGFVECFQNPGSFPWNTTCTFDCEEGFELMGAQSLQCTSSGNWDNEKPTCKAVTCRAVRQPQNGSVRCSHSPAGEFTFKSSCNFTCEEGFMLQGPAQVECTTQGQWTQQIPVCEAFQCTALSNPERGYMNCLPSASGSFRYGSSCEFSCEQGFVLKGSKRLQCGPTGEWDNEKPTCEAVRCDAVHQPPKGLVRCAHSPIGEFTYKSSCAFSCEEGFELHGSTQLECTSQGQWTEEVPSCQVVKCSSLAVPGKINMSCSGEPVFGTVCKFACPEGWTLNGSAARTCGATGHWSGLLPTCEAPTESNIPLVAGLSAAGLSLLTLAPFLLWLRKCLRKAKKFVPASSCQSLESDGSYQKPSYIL
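Test system: HUVEC | Signal: Immunofluorescence imaging | Read-out: Percent E-selectin-positive cells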
esBAF inh = Bmi1 luciferase reporter increase in mESCs, primary screen, esBAF inhibitor project, mouse ES cells, Bmi1 luciferase knock-in, single point; AID 602393, 2012; reporter increase, % at 12.5 µM; 24 h; 100% = twice the neutral-well signal; hit rate 2% among 350,000; in the data active means activation above about 40%;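 further: 0% = median of the plate's neutral control wells and 100% = double that signal; a rise in the Bmi1 reporter signal indicates esBAF inhibition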
CASP6 VEID inh = human caspase-6 inhibitors, primary screen, biochemical, VEID-R110 fluorescence, single point, set 2 | purified caspase-6, Z-VEID-R110 cleavage fluorescence | inhibition, % at 12.5 µM | hit rate 0.53% among 350,000 | AID 686996, 2013;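 active means mean inhibition across replicates at least about 35%, with every replicate also reaching that limit, limit read from the data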;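 further: 0% = median of neutral control wells and 100% = no fluorescence left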
RAD54 branch = inhibitors of human RAD54 branch migration, primary screen, biochemical, fluorescence, single point. DNA repair and recombination protein RAD54-like (Homo sapiens), Q92698. inhibition, % at 10.4 µM. RAD54 Holliday junction branch migration, FAM/BHQ fluorescence. hit rate 0.14% among 360,000;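 active means mean normalized replicate activity at least 40 and at least half of replicates scoring 40 or more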;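 further: 0% = median of neutral control wells and 100% = median of positive control wells; inhibitors cause a drop in the FAM fluorescence signal; in these data hits start at about 50%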
Numbers without * were called inactive; i = inactive; / = no result given.

SMILES	PglD inh	ARNT TACC3 PPI	ERp5 inh	RAD52 anneal inh	E-selectin induc	esBAF inh	CASP6 VEID inh	RAD54 branch
COc1cccc(C2=NN(C(=O)c3cccs3)C(O)(C(F)(F)F)C2)c1 (stereo unspecified)	/	0	1	2	/	/	-1	/
COc1ccc2c3c(n(C)c2c1)[C@@H](CO)N(C(=O)C1CCCC1)CC31CCN(CC2CCCC2)CC1	/	/	-2	17	-0.3	/	-1	/
O=C1NC[C@H](CCCCN2C[C@H](Cc3ccccc3)N(CCc3ccccc3)C(=O)C2=O)N(CCC2CCCCC2)C1=O	/	/	-3	0	-0.4	/	3	/
O=c1c2ccccc2c(C=Nc2ccccc2O)c(O)n1-c1nccs1	/	19	6	-80	-0.2	-3	-3	/
Cc1ccc(/C=C/C(=O)NCCCn2ccnc2)cc1	/	-6	3	-15	0.1	/	-3	/
C[C@@H]1CN([C@H](C)CO)C(=O)c2cc(NS(=O)(=O)c3cccs3)ccc2O[C@@H]1CN(C)Cc1ccc(-c2ccccc2)cc1	-11	1	0	41	9.0	-3	0	1
COc1cc(C(O)c2nc(-c3cccc(C(F)(F)F)c3)cs2)ccc1F (stereo unspecified)	3	/	-1	-49	-0.1	-7	5	-4
CCOC(=O)[C@@H](NC(=O)CC[C@H]1O[C@@H](n2cc(C)c(=O)[nH]c2=O)C[C@@H]1O)C(C)C	-1	/	0	-9	-0.4	-2	-1	-5
O=C(N1CCCCC1)C1(c2ccccc2)CCCCC1	-2	0	1	6	0.0	3	3	-10
O=[N+]([O-])c1cc2c(cc1C=Nc1ccccc1)OCO2	-4	3	/	/	/	0	/	-1
Oc1nc(-c2ccc(Cl)cc2)n2ccncc12	/	-11	-10	-13	-2.7	/	/	/
CCn1cc(C(=O)OCc2ccccc2)c(=O)c2ccc(C)nc21	-19	1	/	/	/	1	/	-1
O=C(CN1CCN(S(=O)(=O)c2ccc(Br)cc2)CC1)Nc1ccccc1F	-7	-2	/	/	/	-4	/	5
CCCCn1c(CCNC(=O)c2ccco2)nc2ccccc21	3	/	2	-17	-0.1	-7	-2	7
COc1ccc(CC(=O)Nc2ccc(S(=O)(=O)N3CCCC3)cc2)c(OC)c1	2	1	-1	-40	-0.7	-6	4	-2
CC1(c2ccccc2Br)NC(=O)N(CC(=O)Nc2ccc(S(N)(=O)=O)cc2)C1=O (stereo unspecified)	-3	-3	4	-13	0.3	8	0	3
CC(=O)Nc1ccc(S(=O)(=O)N2CCSCC2)cc1	1	-1	/	/	/	-1	/	1
Nc1c(-c2cccc(Cl)c2)cnn1-c1cccc(C(F)(F)F)c1	-1	-5	/	/	/	28	/	-2
COc1ccc(CNC(=O)c2ccc(S(=O)(=O)NCc3ccco3)cc2)cc1	0	2	-1	-10	/	7	5	0
CO[C@@H]1CN(C)C(=O)c2ccc(NC(=O)c3ccc(F)cc3)cc2OC[C@@H](C)NC[C@@H]1C	/	/	-3	-8	-0.1	/	0	/
Cc1ccc(NC(=O)NCCCN2CCCC2=O)cc1	1	-4	/	/	/	14	/	-6
COC(=O)[C@]1(C)CCC[C@@]2(C)C3CC[C@@]4(C)C[C@]3(CCC21)CC(=O)N4Cc1ccc(OC)cc1 (stereo partly specified)	-4	-4	7	-14	-0.1	-29	-1	11
COC(=O)c1cc(C(=O)N2CCc3ccccc32)cc([N+](=O)[O-])c1	5	1	6	-14	/	-3	2	-4
CCS(=O)(=O)Nc1c(C(=O)OC)[nH]c2ccccc12	-2	-3	/	/	/	2	/	-6
COc1ccc(CN(C)C[C@@H]2Oc3ccc(NC(=O)Cc4cn(C)c5ccccc45)cc3CC(=O)N([C@@H](C)CO)C[C@@H]2C)cc1	2	1	-1	7	-0.2	-2	1	13
CCOc1ccc(Cn2nnc(C(=O)NCc3ccc(OC)cc3)c2N)cc1	3	/	4	-6	-0.1	-4	1	-3
Cn1c(-c2ccccc2)cccc1=O	-1	2	/	/	/	3	/	2
O=C(CCC1CCCCC1)Nc1cc(C(F)(F)F)ccc1N1CCOCC1	/	-8	3	6	-0.2	/	-5	/
C[C@@H]1CCCCO[C@H](CN(C)S(=O)(=O)c2ccc(F)cc2)[C@H](C)CN([C@@H](C)CO)C(=O)c2cc(N(C)C)ccc2O1	0	-2	-1	12	0.0	2	23	9
CCCNC(=O)Nc1ccc2c(c1)OC[C@@H](C)N(C(=O)C1CCCCC1)C[C@@H](C)[C@@H](OC)CN(C)C2=O	3	-7	-3	0	-0.2	-4	0	-15
C[C@H]1CN([C@@H](C)CO)C(=O)c2cc(NC(=O)NC3CCCCC3)ccc2O[C@H]1CN(C)Cc1ccc2c(c1)OCO2	2	/	4	17	-1.0	2	2	-4
COC(C/C=C\[C@H](O)[C@H](C)OCc1ccccc1)OC	-1	-19	-4	-4	0.0	/	-1	2
COC(=O)c1cc(=O)n(Cc2ccc3c(c2)OCO3)c(=Nc2ccc(F)cc2)s1	-4	-3	-12	-8	0.0	18	0	8
Cc1ccc(OCCCN2C(=O)C(=O)c3cc(C)ccc32)cc1	3	-3	3	15	-0.1	9	0	9
CCN(c1ccccc1)c1cc2ccccc2c(=O)[nH]1	-3	33	-2	-6	17	2	65*	1
CCC(CO)Oc1cc(NCc2ccccc2C(F)(F)F)c2ncn(C(C)C)c2c1 (stereo unspecified)	6	11	-2	-15	-0.2	/	8	-9
Cn1c(N)c(N=O)c(=O)n(C)c1=S	1	6	0	-4	/	-3	60*	8
O=[N+]([O-])c1cccc(-c2n[nH]c(=S)n2-c2ccc(Br)cc2)c1	/	/	-2	-7	0.1	/	3	/
O=C(CCCN1C(=O)CSc2ncccc21)N1CCN(c2cccc(C(F)(F)F)c2)CC1	-1	-4	/	/	/	0	/	-8
C[C@@H]1CN([C@@H](C)CO)C(=O)c2cccc(NC(=O)c3cnccn3)c2O[C@@H]1CN(C)Cc1ccc(Cl)c(Cl)c1	-1	/	1	-28	-11	1	0	3
Cc1cccnc1C(NC(=O)C1CCN(Cc2ccc(Cl)cc2)CC1)c1ccccc1 (stereo unspecified)	-1	/	-3	-4	/	-5	-1	4
COCC(=O)Nc1ccc2c(c1)C(=O)N(C)[C@H]1CC[C@H](CC(=O)NCC3CCCCC3)O[C@H]1CO2	-2	-8	0	-13	-0.1	6	2	1
O=C(O)c1ccc2[nH]c3c(c2c1)CCCC3	-3	-2	5	-14	-0.1	-3	29	5
Cc1ccc(C(=O)COC(=O)CCC(=O)Nc2cccc(Cl)c2)cc1[N+](=O)[O-]	3	9	/	/	/	2	/	-3
Cc1ccc(O)c(C(=O)c2cc(C#N)c(=O)n(-c3nccs3)c2)c1	-174	13	-2	i	3.4	-6	-3	-31

Two entries drawn at random from those above, as already listed:
SMILES	PglD inh	ARNT TACC3 PPI	ERp5 inh	RAD52 anneal inh	E-selectin induc	esBAF inh	CASP6 VEID inh	RAD54 branch
Cn1c(N)c(N=O)c(=O)n(C)c1=S	1	6	0	-4	/	-3	60*	8
O=[N+]([O-])c1cccc(-c2n[nH]c(=S)n2-c2ccc(Br)cc2)c1	/	/	-2	-7	0.1	/	3	/

Carrying on:
SMILES	PglD inh	ARNT TACC3 PPI	ERp5 inh	RAD52 anneal inh	E-selectin induc	esBAF inh	CASP6 VEID inh	RAD54 branch
COc1ccc(CN(C)C(=O)c2cccc(NS(=O)(=O)c3ccccc3)c2)cc1F	8	-2	5	-10	-0.1	0	-2	-3
O=C(NCCc1ccccc1)C(c1ccncc1)N(C(=O)c1csnn1)C1CC1 (stereo unspecified)	-2	-3	/	/	-2.0	-10	/	1
COc1ccccc1CNC(=O)CCCn1nc(C)n2ccnc2c1=O	5	-1	-2	4	3.7	-2	1	-10
CCCCC[C@@H]1CCCCC[C@@H](O)C[C@H](O)[C@H](O)/C=C/C(=O)O1	/	/	-5	-5	1.0	/	4	/
Cn1c2ccc(F)cc2c2ncn(Cc3ccco3)c(=O)c21	-2	-25	/	/	/	-6	/	4
C/C(Cl)=C/Cn1c(SCCN2CCOCC2)nc2c1c(=O)[nH]c(=O)n2C	2	-1	/	/	/	-1	/	-9
CSCCC(NC(=O)/C(=C/c1ccco1)NC(=O)c1ccc(Br)o1)C(=O)O (stereo unspecified)	2	-6	4	-24	/	-4	5	-3
C[C@H](CO)N1C[C@H](C)[C@@H](CN(C)C(=O)c2cnccn2)Oc2ncc(-c3ccccc3F)cc2C1=O	-2	/	6	/	-0.2	1	-5	5
CNC[C@H]1OCCCC[C@@H](C)Oc2ccc(N(C)C)cc2C(=O)N([C@H](C)CO)C[C@H]1C	0	2	5	-25	0.4	-4	1	8
O=NN(C(=O)NCc1cccnc1)C1CCCCC1	4	/	4	-6	0.1	3	-2	-5
Cc1csc(NC(=O)c2cc(-c3ccco3)nc3ccccc23)n1	-2	10	-3	-8	/	5	2	-8
CO[C@@H]1CN(C)C(=O)c2ccc(NC(=O)Nc3cc(F)ccc3F)cc2OC[C@H](C)N(C(=O)c2ccccn2)C[C@@H]1C	-1	22	-7	5	0.1	0	1	-3
Cc1ccc2cccc(Oc3ncnc4scc(-c5ccccc5)c34)c2n1	0	0	-2	-16	0.8	4	1	-8
COc1ccc(S(=O)(=O)N(C)C)cc1NC(=O)CSc1nnc(-c2cccnc2)o1	-2	-4	7	-6	2.5	-10	-2	-5
O=C(COC(=O)c1ccc2ncsc2c1)NC(=O)c1ccccc1	1	-14	3	-14	0.0	-1	14	-10
CC1Cc2nc(SCC(=O)OCc3ccccc3)n(C)c(=O)c2S1 (stereo unspecified)	-6	2	-2	-6	-0.5	-7	1	2

Filtered by structure: those above with an aryl methoxy group
SMILES	PglD inh	ARNT TACC3 PPI	ERp5 inh	RAD52 anneal inh	E-selectin induc	esBAF inh	CASP6 VEID inh	RAD54 branch
COc1cccc(C2=NN(C(=O)c3cccs3)C(O)(C(F)(F)F)C2)c1 (stereo unspecified)	/	0	1	2	/	/	-1	/
COc1ccc2c3c(n(C)c2c1)[C@@H](CO)N(C(=O)C1CCCC1)CC31CCN(CC2CCCC2)CC1	/	/	-2	17	-0.3	/	-1	/
COc1cc(C(O)c2nc(-c3cccc(C(F)(F)F)c3)cs2)ccc1F (stereo unspecified)	3	/	-1	-49	-0.1	-7	5	-4
COc1ccc(CC(=O)Nc2ccc(S(=O)(=O)N3CCCC3)cc2)c(OC)c1	2	1	-1	-40	-0.7	-6	4	-2
COc1ccc(CNC(=O)c2ccc(S(=O)(=O)NCc3ccco3)cc2)cc1	0	2	-1	-10	/	7	5	0
COC(=O)[C@]1(C)CCC[C@@]2(C)C3CC[C@@]4(C)C[C@]3(CCC21)CC(=O)N4Cc1ccc(OC)cc1 (stereo partly specified)	-4	-4	7	-14	-0.1	-29	-1	11
COc1ccc(CN(C)C[C@@H]2Oc3ccc(NC(=O)Cc4cn(C)c5ccccc45)cc3CC(=O)N([C@@H](C)CO)C[C@@H]2C)cc1	2	1	-1	7	-0.2	-2	1	13
CCOc1ccc(Cn2nnc(C(=O)NCc3ccc(OC)cc3)c2N)cc1	3	/	4	-6	-0.1	-4	1	-3
COc1ccc(CN(C)C(=O)c2cccc(NS(=O)(=O)c3ccccc3)c2)cc1F	8	-2	5	-10	-0.1	0	-2	-3
COc1ccccc1CNC(=O)CCCn1nc(C)n2ccnc2c1=O	5	-1	-2	4	3.7	-2	1	-10
COc1ccc(S(=O)(=O)N(C)C)cc1NC(=O)CSc1nnc(-c2cccnc2)o1	-2	-4	7	-6	2.5	-10	-2	-5
